DAX1 inh-1 – blocks DAX1 repression of SF-1 activated StAR promoter; HEK293T StAR-luciferase reporter, SF-1/DAX-1 repression relief; inhibition, % at 6.8 µM; actives 1.1% (n = 370,000); AID 652010;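 active = inhibition above the mean over all tested compounds plus 3 SD, cut at about 3.6% in these data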;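 note: 0% = DAX-1 cells with DMSO and 100% = cells lacking DAX-1 with DMSO; higher inhibition means more luminescence from relief of DAX-1 repression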
hcDAF12 agonist – activates DAF-12 receptor from parasite H. contortus; actives 1.4% (n = 370,000); HEK293 hcDAF-12 lit1-tk-luc reporter, luminescence; 0% DMSO, 100% Δ7-dafachronic acid; AID 652067; activation, % at 6.8 µM;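 active = activation above the mean of all tested compounds plus 3 SD, cut at about 5.5% in these data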;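 note: 100% = response to 3 µM Δ7-dafachronic acid high control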
ssDAF-12 act – activates DAF-12 receptor from parasite S. stercoralis; HEK293 ssDAF-12/GRIP1 lit1-tk-luc reporter, luminescence; % of 3 µM dafachronic acid response; activation, % at 6.8 µM; actives 1% (n = 370,000);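 active = activation above the mean over all tested compounds plus 3 SD, cut at about 0.9% in these data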;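 note: 0% = DMSO-only wells and 100% = 3 µM delta7-dafachronic acid wells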
hgDAF-12 ag – agonists of H. glycines DAF-12 nuclear receptor; activation, % at 6.8 µM; HEK293 GAL4-hgDAF12 UAS-luciferase reporter, agonist luminescence; normalized to butyrate control; AID 687014; actives 1.8% (n = 370,000);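 active = activation above a cutoff set at the mean of all screened compounds plus 3 SD, cut at about 10% in these data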;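 note: 0% = DMSO wells and 100% = sodium butyrate wells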
GAA850 FXN act – increases GAA850 frataxin promoter reporter activity. HEK293 lucGAA850 FXN promoter luciferase reporter, 24 h; percent of 10 µM SAHA response. activation, % at 6 µM. actives 0.56% (n = 360,000);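 active = activation above the average of all compounds screened plus 3 SD, cutoff fixed separately per campaign, cut at about 7.5% in these data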;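 note: 0% = DMSO wells and 100% = 10 µM SAHA wells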
PG9 binder – small molecules binding HIV-1 gp120 antibody PG9; TR-FRET gp120-PG9 antibody binding; inhibition, % at 6.7 µM; actives 0.43% (n = 360,000); in the data active = inhibition above about 8.5%
DAX1 inh-2 – inhibits human nuclear receptor DAX1 | AID 504766 | HEK293 Gal4-DAX1 luciferase reporter, luminescence | inhibition, % at 6.75 µM | P51843 | actives 0.99% (n = 340,000);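 active = inhibition above the mean over all tested compounds plus 3 SD, cut at about 4.2% in these data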;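 note: 0% = DAX1-transfected cells with DMSO and 100% = empty-vector control cells with DMSO; inhibition shows as a rise in luminescence from relieved DAX1 repression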
Target sequence (P51843 207-470 limits assumed): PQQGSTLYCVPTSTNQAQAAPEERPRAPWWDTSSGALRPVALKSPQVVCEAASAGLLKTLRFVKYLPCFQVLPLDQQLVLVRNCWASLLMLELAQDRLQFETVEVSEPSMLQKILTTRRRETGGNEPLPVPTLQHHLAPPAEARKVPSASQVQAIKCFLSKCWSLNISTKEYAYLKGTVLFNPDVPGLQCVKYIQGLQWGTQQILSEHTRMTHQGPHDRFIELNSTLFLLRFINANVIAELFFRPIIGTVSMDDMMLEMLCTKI
SMARCA2 act – increases SMARCA2 function in MMTV reporter cells; MG213 cells, MMTV-luciferase reporter, dexamethasone, overnight; activation, % at 9.1 µM; actives 1% (n = 370,000); AID 652017; in the data active = activation above about 7.8%;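 note: 0% = vehicle wells and 100% = reference activator wells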
GC-A act – GC-A (human) enzyme activation; P16066; HEK293 GC-A cells, cGMP TR-FRET, EC30 ANP; 0% at EC30 ANP, 100% saturating ANP; activation, % at 10 µM; actives 0.14% (n = 370,000); in the data active = activation above about 40%
ADAM10 inh – inhibitors of human ADAM10. recombinant ADAM10, EDANS/DABCYL FRET peptide cleavage, 3 h. inhibition, % at 7 µM. actives 0.62% (n = 370,000). AID 720582;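 active = inhibition above a per-campaign cutoff equal to the mean of compounds falling between control-based bounds plus 3 SD, cut at about 20% in these data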;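 note: 0% = DMSO wells while the 100% control is not disclosed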
ADAM17 inh – ADAM17 inhibition, QFRET primary screen; recombinant ADAM17, EDANS/DABCYL FRET peptide cleavage; actives 0.83% (n = 370,000); AID 720648; inhibition, % at 6.95 µM; P78536;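 active = inhibition above the mean of compounds lying between control limits plus 3 SD, set per campaign, cut at about 8.5% in these data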;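 note: 0% = DMSO-only wells as the low control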
Target sequence (P78536 215-824 limits assumed): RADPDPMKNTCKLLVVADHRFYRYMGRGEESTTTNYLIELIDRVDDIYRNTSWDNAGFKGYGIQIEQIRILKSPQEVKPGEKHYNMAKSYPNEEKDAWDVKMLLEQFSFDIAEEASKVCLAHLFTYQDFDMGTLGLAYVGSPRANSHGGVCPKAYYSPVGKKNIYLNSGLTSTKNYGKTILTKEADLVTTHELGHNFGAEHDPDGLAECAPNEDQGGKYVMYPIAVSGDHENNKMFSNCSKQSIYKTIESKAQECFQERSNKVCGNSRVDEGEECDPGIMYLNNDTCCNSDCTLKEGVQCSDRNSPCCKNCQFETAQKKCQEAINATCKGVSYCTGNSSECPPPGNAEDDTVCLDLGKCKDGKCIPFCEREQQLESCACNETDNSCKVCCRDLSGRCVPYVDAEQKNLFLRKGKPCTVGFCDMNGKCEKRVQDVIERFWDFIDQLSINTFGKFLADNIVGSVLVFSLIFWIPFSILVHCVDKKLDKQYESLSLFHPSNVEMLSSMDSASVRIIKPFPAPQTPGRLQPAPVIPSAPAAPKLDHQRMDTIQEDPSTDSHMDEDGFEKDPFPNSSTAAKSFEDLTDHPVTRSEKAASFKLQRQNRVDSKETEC
Starred values were filed as active, the others as inactive; . = no result given. This is a random part of the collection; 6.8% or so of the library scored in one or more.

canonical_smiles	SMARCA2 act	hcDAF12 agonist	ADAM17 inh	GAA850 FXN act	ADAM10 inh	GC-A act	DAX1 inh-2	ssDAF-12 act	hgDAF-12 ag	DAX1 inh-1	PG9 binder
COc1ccccc1C(CNC(=O)C1CC(=O)N(Cc2ccccc2)C1)N1CCCC1 (stereo not given)	-1.1	0.3	-2.2	-2.4	-6.8	-0.5	0.3	-0.7	4.3	0.7	0.9
CC(C)Cn1c(-c2ccc(Br)cc2)c[nH]c1=S	-5.4	-1.4	14.4*	1.9	25.9*	-6.1	0.9	-1.4	1.2	-2.6	-0.2
CC(C)CC(=O)Nc1cccc(NC(=O)CC(C)C)n1	-2.6	-1.9	-5.6	0.9	-15.9	-1.4	-0.6	-1.1	-1.1	-0.9	0.1
COc1cccc(OCC(=O)Nc2cc(Cl)ccc2Oc2ccccc2)c1	3.8	0.8	-1.2	2.1	1.6	2.9	-1.2	-1.4	0.5	0.0	-3.3
COc1ccc2c(c1)C=C(CN1CCN(C3CCCC3)C(CCO)C1)CO2 (stereo not given)	0.3	0.1	-1.6	-0.3	6.7	-2.1	0.8	-2.2	-0.9	0.0	1.7
CC1=CC(C)C2(COC(c3ccc[n+](C)c3)OC2)C(C)C1 (stereo not given)	-0.2	-1.6	-0.4	2.4	-2.0	-0.3	1.4	-1.4	3.9	-1.3	0.1
COC(=O)Nc1nc2ccc(-c3n[nH]c(=O)c4ccccc34)cc2[nH]1	1.3	-1.8	-3.0	-2.6	1.6	0.2	0.6	-1.9	3.0	-2.0	-1.8
COc1ccc(S(=O)(=O)N2CCOCC2)cc1NC(=O)COC(=O)C1CC2CCCC(C1)C2=O (stereo not given)	1.5	-0.3	3.1	0.1	7.6	1.8	0.1	-0.2	-0.3	0.5	1.0
COC(=O)C1=C(C)NC(C)=C(C(=O)OCC2CCCO2)C1c1ccc(Cl)c([N+](=O)[O-])c1 (stereo not given)	0.6	-3.5	3.7	1.9	25.8*	-18.2	-0.3	-1.1	-1.7	1.0	-0.3
CC(c1ccccc1)n1cc(C(=O)NCCCN2CCCC2)nn1 (stereo not given)	-0.8	1.0	-0.1	.	-1.1	1.9	.	-1.0	3.4	1.5	.
CC1(C)Cc2cccc(OC(=O)NC3CCCCC3)c2O1	1.6	-0.6	-2.4	.	-1.8	4.1	.	-0.7	4.8	-1.8	-2.3
Clc1ccc2nc(CSc3nnc(-c4c[nH]c5ccccc45)o3)cn2c1	-3.1	-0.4	-7.9	-2.3	-5.8	-12.7	-1.1	-0.9	-0.6	0.1	-1.3
O=C(N=C1SC2CS(=O)(=O)CC2N1Cc1ccc(Cl)cc1)C1CCCO1 (stereo not given)	0.3	0.6	4.6	-1.2	10.6	-2.6	1.0	-1.2	0.1	0.3	-1.1
CCOC(=O)C1(C)CCCCCN1C(=O)c1csnn1 (stereo not given)	-2.1	-1.3	-0.3	-1.3	-1.5	5.9	.	-1.4	0.8	1.0	1.6
CC(Sc1nnc(NC2CCCCC2)s1)C(=O)N1CCOCC1 (stereo not given)	2.7	-0.2	-2.5	-2.0	-0.9	-0.4	-0.5	-1.2	0.2	1.2	-2.5
COc1cc(CNCc2ccccn2)ccc1OCc1ccc(Cl)c(Cl)c1	-1.7	1.1	-3.4	4.8	1.4	-1.3	0.0	-0.7	7.6	0.6	3.2
O=C(NC1CCCC1)c1noc2c1CCCCC2	0.7	3.8	-5.8	3.5	-8.4	.	1.3	0.5	6.5	1.8	1.0
CS(=O)(=O)N1CCN(C(=O)c2c(F)cccc2F)CC1	-1.6	0.9	-1.7	-0.8	2.4	3.1	-0.8	-1.0	-0.4	-0.6	-1.0
COc1ccc(C2NC(=O)NC(O)(C(F)(F)F)C2C(=O)c2ccc(F)cc2)cc1 (stereo not given)	-1.9	-0.8	-2.1	-0.8	-9.0	-12.4	1.1	-1.3	-0.6	-0.8	-0.5
Cc1ccc2c(COC(=O)c3ccc(NC(=O)CC#N)cc3)cc(=O)oc2c1C	0.3	0.2	4.4	2.3	-4.3	2.9	-1.5	-0.5	3.5	0.1	1.1
Cc1ccc(NC(=O)C2COc3ccccc3O2)cc1S(=O)(=O)N1CCOCC1 (stereo not given)	2.7	-0.1	-3.5	-0.8	7.3	-0.5	-0.6	-0.9	0.8	-1.2	-0.8
C=C(C)CN(Cc1ccccc1)C(=S)Nc1ccccc1	-1.8	-1.5	2.7	-2.3	-3.4	0.1	2.5	-0.8	1.7	-0.5	-0.6
O=C(NCc1ccc(Cl)cc1)c1ccc(Cl)cc1[N+](=O)[O-]	-6.9	-0.3	-2.4	0.5	-3.1	-2.8	-0.5	-0.9	1.6	0.6	-0.3
CC(=O)NCC(=O)N1CCCC(C(=O)c2ccc(-c3ccccc3)c(F)c2)C1 (stereo not given)	-3.4	0.4	0.4	2.1	-4.6	2.5	-1.7	-0.6	-3.0	0.0	0.5
COc1ccc(CNC(=O)COC(=O)CC2CCCC2)cc1	-4.4	-0.8	3.0	1.2	-1.4	0.2	-0.4	-1.1	5.2	0.0	1.0
CC1CN(CCC(=O)Nc2ccc3c(c2)OCO3)CC(C)O1 (stereo not given)	-1.8	-0.6	1.8	-0.2	6.2	2.3	0.5	-0.9	-1.1	0.0	-4.1
CC(C)C[C@H]1COc2cc(N3CCCC3)ccc2S(=O)(=O)N1C	-3.7	-1.7	3.9	.	7.5	2.3	.	-2.0	1.4	-2.7	.
C=CCOC(=O)/C(=C\c1ccc(OC)cc1)NC(=O)c1ccco1	-0.6	-0.6	-0.5	-2.2	3.9	0.1	0.3	-1.4	-1.3	0.6	1.0
C[C@H]1CN([C@@H](C)CO)S(=O)(=O)c2ccc(Br)cc2O[C@H]1CN(C)C(=O)C1CCC1	-2.1	-0.2	-4.0	-0.5	-17.0	-24.1	-0.1	-1.2	-1.1	0.1	2.9
CCc1nnc(NC(=O)NCN2C(=O)C3C4C=CC(C4)C3C2=O)s1 (stereo not given)	-0.1	0.2	-1.7	0.8	-3.4	19.5	-0.3	-1.2	0.5	-0.3	-2.0
COCCOC(=O)C1=C(C)N(Cc2ccccc2)C(=O)NC1c1ccc(OC)cc1 (stereo not given)	-3.3	-1.4	4.6	-1.6	-3.9	.	-0.1	-1.4	-1.4	0.0	-0.4
COc1cccc(CNC(=O)Cc2ccc(NC3=NC4CS(=O)(=O)CC4S3)cc2)c1 (stereo not given)	-4.1	2.6	-1.1	1.5	-2.9	-2.0	1.4	-1.4	0.6	0.7	-1.4
O=C(CCCn1c(=O)[nH]c2cc(Cl)ccc2c1=O)NCCN1CCN(c2ccccc2)CC1	1.7	1.1	-1.4	0.1	-1.0	-3.3	0.5	-0.6	1.0	0.6	-1.1
Cc1ccc2c(Cl)cc(Cl)c(OCc3c(C)noc3C)c2n1	-3.5	-1.0	8.2	-0.7	2.9	-2.8	-0.1	-0.9	-2.9	0.6	0.3
CC1=C(C(=O)N2CCc3ccccc32)C2(CCC(C)CC2)OC1=O (stereo not given)	0.9	1.9	1.9	-0.2	6.1	0.2	-0.1	-0.5	1.7	-0.5	-3.3
CC(=O)c1ccc(S(=O)(=O)N(C)CC(=O)Nc2ccc(C)cc2)cc1	-3.4	1.4	-4.5	-1.4	-10.5	1.3	1.0	-1.3	0.8	1.0	0.5
O=C(Cc1ccc(Cl)cc1)Nc1ccc(C(=O)N2CCOCC2)cc1	0.1	0.8	-0.7	2.6	0.2	1.6	-0.2	-0.1	-0.9	0.8	-1.0
COc1ccc(CNc2nc3c(c(=O)[nH]c(=O)n3C)n2Cc2ccccc2)cc1	-1.6	-1.5	-2.1	4.2	-3.5	11.8	-0.2	-0.9	-1.4	0.0	-1.2
O=C(Nc1ccc(S(=O)(=O)N2CCCCC2)cc1)C1CCCCC1	-1.2	-0.1	1.1	1.1	-1.1	2.4	-0.6	-1.2	0.1	0.1	0.1
CC(C)(C)OC(=O)N1CCN(C(=O)c2cccnc2Cl)CC1	-2.3	-0.9	-3.1	-0.1	-5.0	3.2	1.8	-1.2	-2.1	0.1	-1.6
COc1ccc(CCNC(=O)c2ccc(NC(=O)CC3SC(N4CCCCC4)=NC3=O)cc2)cc1OC (stereo not given)	-2.4	-0.1	-2.9	1.0	-9.2	-0.6	0.2	-0.9	-0.5	0.2	1.2
CCOC(=O)C1CCN(C(c2cc3ccc(C)cc3[nH]c2=O)c2nnnn2C2CCCCC2)CC1 (stereo not given)	1.6	0.4	-14.0	-0.6	-30.6	1.5	-1.1	-1.0	-0.6	0.2	-2.1
CCCC1=C(C(=O)OCC)C(c2ccccc2OCC)NC(=O)N1C (stereo not given)	2.3	-2.2	-0.7	0.1	-1.8	-17.3	-0.5	-2.2	-0.7	-0.2	0.0
O=C(Oc1ccccc1C(=O)Oc1ccccc1)c1ccco1	0.6	0.1	-0.9	1.3	-7.6	-6.0	0.3	-0.9	1.5	-0.3	-2.2
CSCCC(NS(=O)(=O)c1ccc(Cl)cc1)C(=O)N1CCN(c2ccccc2)CC1 (stereo not given)	-1.6	-1.8	-0.1	-0.8	-13.2	1.8	0.0	-1.1	0.6	-1.7	2.0
COc1ccc(NC(=O)CSc2nnc(Cc3cccn3C)n2CCc2ccccc2)cc1OC	-2.5	-0.6	-0.6	-0.4	0.0	-6.8	-1.1	-0.7	0.4	0.0	1.2
COc1ccccc1CNC(=O)CSc1ccc(C)cc1	-0.4	-3.2	-1.7	2.6	0.6	1.4	-0.8	-1.3	-2.4	0.3	-0.3
COC(=O)C1CCN(S(=O)(=O)c2ccc(OC)cc2)CC1	3.9	1.2	0.4	-1.9	3.1	3.4	0.2	-1.6	0.4	-0.1	-0.2
CCCCCc1c(-c2ccc(F)cc2)ncn1CCc1ccccc1OC	-5.9	-0.8	1.0	.	-4.9	-6.6	.	-0.9	-1.4	-1.1	-2.0
COc1ccc(N(C)S(=O)(=O)c2ccc3c(c2)oc(=O)n3C)cc1	1.3	-1.3	-0.9	3.4	9.7	2.2	2.3	-1.1	-2.0	1.0	2.3
COc1ccc(Cl)cc1NS(=O)(=O)c1cccc(C(=O)NCCCN2CCCC2=O)c1	0.1	-1.3	-0.1	-3.2	8.4	-1.1	0.8	-0.9	0.7	0.7	-0.9
CCNC(=O)c1c(NC(=O)C2COc3ccccc3O2)sc2c1CCCC2 (stereo not given)	2.5	3.6	-1.3	0.2	-0.9	2.0	1.1	-1.0	-0.8	-0.5	2.3
Cc1ccc(Cn2ncc3c(N4CCN(C5CCCC5)CC4)ncnc32)cc1	-4.0	-2.1	-0.4	0.0	1.9	6.1	0.4	-1.3	0.2	-1.5	-0.8
CCCc1cc(C(=O)Nc2cccc(Cl)c2)no1	4.6	9.4*	-2.4	-0.3	-1.1	6.0	1.2	-0.5	7.8	0.7	-0.4
Cc1nc(Oc2ccccc2)c2ccccc2n1	-2.0	1.5	-3.9	-2.2	-1.9	0.2	-0.4	-1.2	-0.9	0.3	0.6
O=C(CSc1ccc2ccccc2c1)NCCCN1CCCC1=O	-1.8	-0.8	-0.1	2.4	-1.2	-3.0	0.6	-0.7	0.3	-0.2	-3.0

Compound activity as filed in PubChem.
